Bioassay records: PubChem BioAssay, University of Kansas High Throughput Screening Laboratory
mHTT-CaM PPI inh: inhibitors of human mutant huntingtin-calmodulin interaction | 190,000 compounds, 3.6% hits | AID 1671202 | P42858 | AlphaScreen His-mHTT/GST-CaM binding, luminescence | inhibition, % at 15 µM;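 further: 0% = both proteins with DMSO and 100% = one protein alone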
Target sequence (P42858 whole entry, looked up, stated change not applied): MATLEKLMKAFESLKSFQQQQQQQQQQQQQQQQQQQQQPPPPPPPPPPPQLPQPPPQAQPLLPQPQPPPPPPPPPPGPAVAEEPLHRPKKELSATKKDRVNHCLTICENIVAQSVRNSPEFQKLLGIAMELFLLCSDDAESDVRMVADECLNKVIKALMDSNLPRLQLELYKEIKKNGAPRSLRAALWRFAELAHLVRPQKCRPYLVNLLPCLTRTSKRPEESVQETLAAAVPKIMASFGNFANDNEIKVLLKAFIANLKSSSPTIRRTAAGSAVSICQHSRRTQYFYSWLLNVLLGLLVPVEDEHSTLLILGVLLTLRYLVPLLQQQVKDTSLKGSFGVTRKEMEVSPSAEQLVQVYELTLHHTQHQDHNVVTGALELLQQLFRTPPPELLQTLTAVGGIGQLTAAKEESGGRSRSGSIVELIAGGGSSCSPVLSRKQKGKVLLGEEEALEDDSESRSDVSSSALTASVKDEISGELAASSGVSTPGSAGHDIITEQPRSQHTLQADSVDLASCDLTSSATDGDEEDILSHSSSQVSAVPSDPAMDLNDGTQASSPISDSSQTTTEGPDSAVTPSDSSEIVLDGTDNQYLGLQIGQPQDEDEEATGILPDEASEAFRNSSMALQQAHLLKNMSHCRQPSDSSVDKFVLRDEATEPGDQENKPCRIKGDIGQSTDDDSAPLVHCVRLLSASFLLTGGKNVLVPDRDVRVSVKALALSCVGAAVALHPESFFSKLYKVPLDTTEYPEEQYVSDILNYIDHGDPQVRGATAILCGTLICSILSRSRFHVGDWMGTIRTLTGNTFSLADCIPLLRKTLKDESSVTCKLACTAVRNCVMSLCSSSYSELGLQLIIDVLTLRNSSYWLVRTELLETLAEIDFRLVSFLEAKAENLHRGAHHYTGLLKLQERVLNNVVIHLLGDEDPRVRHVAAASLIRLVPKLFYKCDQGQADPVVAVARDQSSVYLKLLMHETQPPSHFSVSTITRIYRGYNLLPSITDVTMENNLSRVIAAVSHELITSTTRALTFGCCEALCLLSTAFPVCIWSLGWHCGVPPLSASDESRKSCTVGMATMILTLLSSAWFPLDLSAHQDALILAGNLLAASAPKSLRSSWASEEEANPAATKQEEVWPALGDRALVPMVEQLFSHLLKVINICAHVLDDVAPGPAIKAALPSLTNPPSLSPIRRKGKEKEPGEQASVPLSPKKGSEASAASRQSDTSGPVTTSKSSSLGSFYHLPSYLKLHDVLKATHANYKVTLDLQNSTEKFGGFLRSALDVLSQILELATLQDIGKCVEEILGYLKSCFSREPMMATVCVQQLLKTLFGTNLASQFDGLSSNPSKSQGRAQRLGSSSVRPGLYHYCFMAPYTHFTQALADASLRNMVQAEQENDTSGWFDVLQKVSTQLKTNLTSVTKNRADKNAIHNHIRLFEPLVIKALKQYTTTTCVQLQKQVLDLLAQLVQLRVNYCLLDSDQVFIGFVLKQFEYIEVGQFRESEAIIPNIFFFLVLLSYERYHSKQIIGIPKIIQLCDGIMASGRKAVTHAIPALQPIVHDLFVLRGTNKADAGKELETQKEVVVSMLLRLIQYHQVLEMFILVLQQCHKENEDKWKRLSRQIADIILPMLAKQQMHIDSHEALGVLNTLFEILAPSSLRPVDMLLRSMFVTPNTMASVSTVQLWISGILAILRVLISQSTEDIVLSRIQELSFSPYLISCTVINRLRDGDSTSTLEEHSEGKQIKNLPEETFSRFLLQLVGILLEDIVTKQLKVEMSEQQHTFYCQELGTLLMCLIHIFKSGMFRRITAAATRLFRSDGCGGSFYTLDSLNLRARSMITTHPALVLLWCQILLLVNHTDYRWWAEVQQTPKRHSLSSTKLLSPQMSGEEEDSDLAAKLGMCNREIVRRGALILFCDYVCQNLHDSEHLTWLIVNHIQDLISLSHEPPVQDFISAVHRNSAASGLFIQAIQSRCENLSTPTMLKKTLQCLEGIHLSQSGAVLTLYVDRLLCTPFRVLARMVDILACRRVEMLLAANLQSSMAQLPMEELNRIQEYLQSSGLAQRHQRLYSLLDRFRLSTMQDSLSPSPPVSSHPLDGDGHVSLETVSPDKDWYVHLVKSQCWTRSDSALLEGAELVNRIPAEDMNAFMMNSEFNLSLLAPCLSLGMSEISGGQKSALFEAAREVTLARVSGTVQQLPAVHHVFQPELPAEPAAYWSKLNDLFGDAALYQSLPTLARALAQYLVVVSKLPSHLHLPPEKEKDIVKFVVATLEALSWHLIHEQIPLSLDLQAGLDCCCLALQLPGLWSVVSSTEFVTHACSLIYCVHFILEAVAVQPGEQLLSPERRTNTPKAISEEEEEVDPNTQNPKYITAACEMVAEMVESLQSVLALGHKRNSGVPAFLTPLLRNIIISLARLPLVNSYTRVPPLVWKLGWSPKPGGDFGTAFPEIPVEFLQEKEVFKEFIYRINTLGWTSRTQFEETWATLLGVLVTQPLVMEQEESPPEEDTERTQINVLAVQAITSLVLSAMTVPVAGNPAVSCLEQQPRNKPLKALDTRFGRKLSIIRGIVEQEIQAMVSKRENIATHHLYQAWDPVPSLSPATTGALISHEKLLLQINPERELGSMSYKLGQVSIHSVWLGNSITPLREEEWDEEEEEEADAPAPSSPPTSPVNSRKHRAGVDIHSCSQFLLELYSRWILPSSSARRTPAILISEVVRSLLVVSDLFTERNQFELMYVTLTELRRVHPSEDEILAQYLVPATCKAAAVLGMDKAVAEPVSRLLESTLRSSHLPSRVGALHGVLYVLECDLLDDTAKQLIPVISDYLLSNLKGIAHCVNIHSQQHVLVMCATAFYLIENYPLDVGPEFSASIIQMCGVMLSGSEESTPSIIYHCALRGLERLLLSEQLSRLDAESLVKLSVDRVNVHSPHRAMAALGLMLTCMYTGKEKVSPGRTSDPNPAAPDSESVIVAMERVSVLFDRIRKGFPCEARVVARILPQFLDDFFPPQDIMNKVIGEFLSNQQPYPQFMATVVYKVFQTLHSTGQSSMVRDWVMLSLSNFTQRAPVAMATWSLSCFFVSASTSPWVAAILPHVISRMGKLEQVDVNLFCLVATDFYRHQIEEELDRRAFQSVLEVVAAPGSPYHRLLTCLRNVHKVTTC
Pf apPOL block: Pf-apPOL DNA polymerase inhibition. Recombinant Pf-apPOL, molecular beacon fluorescence, 1.5 h. inhibition, % at 10 µM. 210,000 compounds, 0.25% hits. AID 1794808
The depositor's hits bear a star; . = no result given; & = joins results of further samples. No stated cut-off is given here; in the data, active means inhibition above about 50%; inactive means the rest. Rows are unselected; 3.7% or so of the library scored in one or more.

SMILES	mHTT-CaM PPI inh	Pf apPOL block
OC(C#Cc1ccccc1)c1ccco1 (configuration not stated)	100*	70*
COc1ccccc1OCc1nc(C(=O)N2CCCCC2)cs1	0	-6
O=C(Nc1ncc(S(=O)(=O)c2ccc([N+](=O)[O-])cc2)s1)c1cccnc1	10&6	3&-1
O=C(O)c1ccc2occc2c1	.	-8
Cc1cccc(-c2noc(C3CCCN3C(=O)c3cnccn3)n2)c1 (configuration not stated)	2	-8
Cc1ccc(S(=O)(=O)CCSc2nccn2C)cc1	.	-2&-2
O=C(Cc1cccs1)N1CCC(CCOCc2cccc(F)c2)CC1	-14	-4
CNC(=O)C1CCN(c2nc3ccc(-c4ccncc4)nc3s2)CC1	10	26
CCOC(=O)C1CCN(c2cc(=O)n(C)c(=O)n2C)CC1	.	-4
CC1=C(C(=O)O)N2C(=O)[C@@H](NC(=O)C(N)c3ccccc3)[C@H]2SC1 (some centres not stated)	.	4
COc1cc(C2=NOC(C(=O)NCCc3ccccc3)C2)cc(OC)c1OC (configuration not stated)	0	-4
Cc1ccccc1NC(=O)N1CCn2c(C)ccc2C1C(C)C (configuration not stated)	7	0
O=C(c1cc2c(s1)CCCC2)N1CCCN(C2CCN(CC3CC3)C2=O)CC1 (configuration not stated)	48	2
Fc1cccc(Nc2nc(-c3ccncc3)nc3ccccc23)c1	36	7
Cc1ccc(CNC(=O)C2(C)CCCN(C(=O)NC3CCCCC3)C2)cc1 (configuration not stated)	-7	5

Overlap with the part before: 4 entries; new compounds follow.
SMILES	mHTT-CaM PPI inh	Pf apPOL block
Cc1ccccc1NC(=O)N1CCn2c(C)ccc2C1C(C)C (configuration not stated)	7	0
O=C(c1cc2c(s1)CCCC2)N1CCCN(C2CCN(CC3CC3)C2=O)CC1 (configuration not stated)	48	2
Fc1cccc(Nc2nc(-c3ccncc3)nc3ccccc23)c1	36	7
Cc1ccc(CNC(=O)C2(C)CCCN(C(=O)NC3CCCCC3)C2)cc1 (configuration not stated)	-7	5
COc1cc2c(cc1OC)C(C(=O)Nc1ccc(F)cc1)C(c1cccs1)N(C)C2=O (configuration not stated)	8	-3
CC1(C)CC(NC(=O)c2cc3ccccc3oc2=O)CC(C)(C)N1	-2	-1
CCc1nc(-c2c(C)cc(C)nc2NC(=O)c2ccccc2Cl)no1	-5	-4
CCn1cc(CN2CCC(C(=O)NC(C)(C)CC)CC2)c2cc(OC)ccc21	0	-2
Fc1ccc(-c2nc(-c3ccc(Cl)cc3)no2)cc1	0	-3
NC(=O)CSc1nnc2c(n1)[nH]c1ccccc12	4	-4
Cn1c(=O)c2c(nc(Cl)n2CC(=O)NCc2ccccc2)n(C)c1=O	1	-1
O=[N+]([O-])c1ccccc1NC(=NS(=O)(=O)c1ccccc1)c1ccccc1	6	-4
O=C(Nc1ccccc1F)C1CC(=O)N(CCO)C(=Nc2ccccc2)S1 (configuration not stated)	-2	-3
N#Cc1c(N)nc2c(c1-c1ccccc1)CCCCC2	4	0
COc1ccc(NC(=O)C2CCN(C3CCN(C(C)=O)CC3)CC2)cc1	-2	-5
O=c1c2ccccc2nc(SCc2nnc(-c3ccccc3)o2)n1-c1ccccc1	2	1
Cc1ccc(-n2c(=O)n(CC(C)C)c(=O)c3c2ncn3CC(C)C)cc1	1	2
O=C(CCN1CCCCC1)Nc1cccc2c1OCO2	-2	-2
CC1=NN(c2ccc(Cl)c(C(=O)O)c2)C(=O)/C1=C/c1ccccc1Cl	-4	-1

Molecules listed so far with a Cl atom, in the order listed:
SMILES	mHTT-CaM PPI inh	Pf apPOL block
CCc1nc(-c2c(C)cc(C)nc2NC(=O)c2ccccc2Cl)no1	-5	-4
Fc1ccc(-c2nc(-c3ccc(Cl)cc3)no2)cc1	0	-3
Cn1c(=O)c2c(nc(Cl)n2CC(=O)NCc2ccccc2)n(C)c1=O	1	-1
CC1=NN(c2ccc(Cl)c(C(=O)O)c2)C(=O)/C1=C/c1ccccc1Cl	-4	-1

(listing goes on)
SMILES	mHTT-CaM PPI inh	Pf apPOL block
Cc1cc(N2CCCC2)c([N+](=O)[O-])cc1[N+](=O)[O-]	.	-3&-14
CCOC(=O)c1nnn2c1nc(Sc1nc3ccccc3o1)c1ccccc12	.	-6
CC(C)C1NC2(CCN(C(=O)c3ccccc3)CC2)N(Cc2ccc(F)cc2)C1=O (configuration not stated)	11	-5
COc1ccc(Cl)cc1NC(=O)CSc1cc(N2CCOCC2)ncn1	-6	-8
Cc1nnc2ccc(S(=O)(=O)Nc3ccc(Cl)cc3)cn12	-3	-2
COc1ccc(-c2noc(C3CCCN3C(=O)Nc3ccc(F)cc3F)n2)cc1 (configuration not stated)	0	-1
Cc1cc(S(=O)(=O)N2CCC(c3noc(-c4ccc(F)cc4)n3)CC2)ccc1F	-8	-3
CCC(C)NC(=O)c1cc2n(n1)CCCN(Cc1ccccc1)C2=O (configuration not stated)	-1	-2
CC(=O)Nc1cc2nn(-c3ccc(Cl)cc3)nc2cc1C	-5&1	0&-4
CC(=O)c1c(C(C)=O)c(C)n(-c2ccc(Cl)c(N)c2)c1C	6	-4
CCOc1ccccc1C(=O)Nc1nc2c(s1)CN(S(=O)(=O)c1ccccc1)CC2	7	-8
CC(=O)N1CCN(Cc2noc(-c3cccc(F)c3)n2)CC1	-1	0
O=C(CCCSc1ccc(NC(=O)c2cccs2)nn1)Nc1cnc2ccccc2c1	-5	-8
O=C(c1ccc(I)o1)N1CCC(Cc2ccccc2)CC1	-11	1
CCOC(=O)N1CCN(Cc2cccc(OC)c2OC)CC1	-1	-2
O=C(NCC1CC1)c1ccccc1NS(=O)(=O)c1cc(Cl)sc1Cl	.	4
C[N+]1(CC(O)COc2ccc(Br)cc2)CCCCC1 (configuration not stated)	0	0
O=C(c1ccccc1Br)N1CCN(Cc2ccc3c(c2)OCO3)CC1	10	0
Cc1cc(N=Nc2ccc(Cl)cc2)cc(CN2CCCCC2)c1O	.	5
O=C(Nc1cc(Cl)cc(Cl)c1)c1cc(S(=O)(=O)O)ccc1F	0	-24
COC[C@@H]1CCCN1c1ccc2c(c1)O[C@H](C)CCN(C1CC1)S2(=O)=O	6	1
CCOc1ccc(C(=O)Nc2cccc([N+](=O)[O-])c2)cc1Cl	4	-2
COc1ccc(NC(=O)N2CC3CN(S(=O)(=O)c4cccc(F)c4)CC(C2)O3)cc1	-8	-2
O=C1Nc2ccc(Br)cc2/C1=C/c1ccccc1Cl	11	-2
O=C(c1ccccn1)N1CCc2cc(-c3ccno3)ccc21	5	3
CCc1ccc(OCC(=O)Nc2ccc(OC)cc2)cc1	-16	-18
CC(C)CC1C(=O)N(Cc2cn(CCC3OCCO3)nn2)CCS(=O)(=O)N1Cc1ccc(-c2ccc(F)cc2)cc1 (configuration not stated)	68*	-7
O=S(=O)(CCOc1ccccc1)NCc1ccc2c(c1)OCO2	-21	-5
CC1=C(C(=O)Nc2ccccn2)C(c2cccc(Br)c2)C2=C(CC(C)(C)CC2=O)N1 (configuration not stated)	-2	0
COc1ccc(OC)c(NC(=O)N2CCCC2c2cc(C)no2)c1 (configuration not stated)	2	-5

Exported with each value named: part of the list above
> O=C(c1ccccc1Br)N1CCN(Cc2ccc3c(c2)OCO3)CC1
  mHTT-CaM PPI inh: 10 | Pf apPOL block: 0

> Cc1cc(N=Nc2ccc(Cl)cc2)cc(CN2CCCCC2)c1O
  mHTT-CaM PPI inh: . | Pf apPOL block: 5

Next part.
SMILES	mHTT-CaM PPI inh	Pf apPOL block
S=c1[nH]nc(-c2cccc3ccccc23)n1-c1cccnc1	.	-6
COc1ccc(NC(=O)Cc2nc3ccccc3[nH]2)cc1	-2	-5
O=C1OC(Nc2cc(C(F)(F)F)ccc2Cl)c2ccccc21 (configuration not stated)	0	2
CCCCCOc1ccccc1/C=c1\sc2ncnn2c1=O	-1	-1
O=C(CSc1nnc2n1CCN2c1ccc(F)cc1)NCc1ccc2c(c1)OCO2	-5	-1
COc1cc(S(=O)(=O)NCCCN2CCOCC2)ccc1Cl	4	-35
CC(C)(C)n1nc2c(c1NC(=O)C1(c3ccc(Cl)cc3)CCCC1)CSC2	-2	-3
CC(=O)Nc1cccc(N2CC(C(=O)Nc3cc(Cl)ccc3C)CC2=O)c1 (configuration not stated)	12	-4
COc1ccc(NC(=O)C2CCN(c3ncnc4c3nc3n4CCCCC3)CC2)cc1	5	-2
COC(CN1C(=O)c2ccc(Br)cc2C1=O)OC	-11	-4
O=[N+]([O-])c1ccc(C=Nc2ccc(Cl)c([N+](=O)[O-])c2)o1	15	.
Cc1ccc(C(=O)Nc2c(C)n(C)n(-c3ccccc3)c2=O)cc1C	0	0
CC(C)c1ccc(NC(=O)C(=O)NCc2ccccn2)cc1	2	2
O=C(Nc1nnc(N=Cc2ccco2)s1)c1ccc(F)cc1	8	17
COc1cc(-c2cc(C(F)(F)F)n3ncc(C(=O)NCc4ccco4)c3n2)cc(OC)c1OC	33	-2

(next part)
SMILES | mHTT-CaM PPI inh | Pf apPOL block
O=C(C1CC(=O)N(c2ccccc2)C1)N1CCN(c2cccc(C(F)(F)F)c2)CC1 (configuration not stated) | 15 | -6
Cc1ccc(C(=O)CCC(=O)Nc2cccc(Cl)c2Cl)cc1 | 0 | -8
Cc1ccc(CN2CCC(C(O)c3ccccn3)CC2)s1 (configuration not stated) | 0 | -2
CCCCCCCCCCn1c(SCCCC)nc2c1c(=O)[nH]c(=O)n2C | -1 | .
O=C(c1n[nH]c2c1CCCC2)N1CCCC(c2n[nH]c(C3CC3)n2)C1 (configuration not stated) | 8 | 7
COc1ccc(NC(=O)C2CC(=O)N(c3ccccc3)C2)cc1Cl (configuration not stated) | 27 | 1
Cc1cc(C)nc(NC(=O)CCC(=O)O)c1 | -2 | -10
Cc1cc(C2CCCN2Cc2ccccc2OC(C)C)on1 (configuration not stated) | -2 | 1
CC1CCN(C(=O)c2cc3c(s2)CCC(C(=O)N2CCOCC2)C3)CC1 (configuration not stated) | 2 | -2
O=C1OC(c2ccccc2)=N/C1=C/c1ccc(Cl)cc1Cl | 1 | 0
O=C(Nc1ccc(N2CCN(c3ccccc3)C2=O)nc1)C1CCC1 | -8 | 2
CCCOC(=O)c1ccc(Oc2coc3c4c(ccc3c2=O)OCN(C2CCS(=O)(=O)C2)C4)cc1 (configuration not stated) | 21 | -9
Cc1nc2scc(C)n2c(=O)c1NC(=O)c1ccc(Cl)cc1 | -4 | 1
O=C(C[n+]1ccc(-c2ccccc2)cc1)Nc1cccc([N+](=O)[O-])c1 | 29 | -1
O=C(COc1ccc(Br)cc1Cl)NCc1ccco1 | -5 | -61
COc1ccccc1Oc1ncnc(-c2ccc(C(F)(F)F)cc2)c1N | -13 | -6
CCc1ccccc1N1CC23C=CC(O2)C(C(=O)OC(C)C)C3C1=O (configuration not stated) | -10 | 0
CC(C)NC(=O)C(=O)Nc1ccc(C(C)C)cc1 | 8 | -14
Cc1cc2nc(-c3ccccc3)cc(=O)n2[nH]1 | . | -2&-3
Cc1c([N+](=O)[O-])c(C)c2c(=O)cc(C(F)(F)F)oc2c1[N+](=O)[O-] | 5 | 6
CCCCN1CNc2c(c(=O)n(C)c(=O)n2C)C1 | -9 | 2
O=C1NN(c2cccc(Br)c2)C(=O)/C1=C/c1ccccc1 | 19 | -1
COCCN=C1Nc2ccccc2CNC12CCN(S(=O)(=O)c1ccccc1F)C2 (configuration not stated) | 20 | 0
O=c1c2ccccc2cnn1-c1ccccc1 | . | -11
CCc1csc(-c2ccc(N3CCN(C(=O)c4ccc(C)cc4)CC3)nc2)n1 | -12 | -1
CCCn1cc2c3c(cccc31)CN(C(=O)c1cccc(C#N)c1)CC2 | 34 | -3
CCOc1ccc(N=C2SC(C(=O)Nc3ccccc3F)CC(=O)N2C)cc1 (configuration not stated) | 2 | -3
CCOC(=O)C(C#N)=NNc1c(C#N)csc1C(=O)OC | . | 18&-1
COc1cc(C=C2Oc3c(ccc4c3CN(CCN3CCOCC3)CO4)C2=O)cc(OC)c1OC | 89* | -36
O=C(CSc1nnc(Cc2ccc(Cl)cc2)c(=O)[nH]1)Nc1ccc2c(c1)OCO2 | -16 | -1
CCCn1c(=O)c(N2CCC(NC(=O)Nc3cccc(C)c3)CC2)nc2ccccc21 | 5 | 0
O=C(Nc1cc(Cl)cc(Cl)c1)C1CCCC1 | -22 | -2
O=C(Nc1cnc(N2CCCCCC2)nc1)C1CCC1 | 0 | -3
Cc1cccc(-c2cc(C(=O)N3CCCCC3)c3ccccc3n2)c1 | 13 | 1
CC(C)C(=O)N1CCCC(c2ccnc(Nc3ccccc3)n2)C1 (configuration not stated) | 34 | -4
COc1ccc(C2Oc3ccccc3C3=C2C(c2cccs2)n2ncnc2N3)cc1OC (configuration not stated) | 56* | -5
COc1cc(/C=C2\Sc3ccccc3C2=O)c(Br)cc1O | 34 | -9
CC(C)=C1C2C=CC1C1C(=O)N(c3cccc(Br)c3)C(=O)C21 (configuration not stated) | 5 | -10
O=C(C1CCC(CNS(=O)(=O)c2cccs2)CC1)N1CCN(c2ccc(F)cc2)CC1 (configuration not stated) | 30 | 4
CC(C)CCNC(=O)c1csc2c1CCC(C)C2 (configuration not stated) | -28 | -2
Cc1ccc(C2CCCN2C(=O)c2cc(C(F)(F)F)nn2C)cc1 (configuration not stated) | 2 | 6
CCC(CC)C(=O)Nc1c2c(nn1-c1ccccc1C)CS(=O)C2 (configuration not stated) | 4 | -5
COc1cc(OC)cc(C(=O)Nc2ccc(C(=O)NCC3CCCO3)cc2)c1 (configuration not stated) | -1 | 3
CCn1ccc2sc(C)c(C(=O)N3CCN(c4cccc(OC)c4)CC3)c2c1=O | 31 | -7
COc1cccc(C2C(C(=O)Nc3ccccc3)=C(C)Nc3nc(-c4ccccc4)nn32)c1OC (configuration not stated) | 70* | 7
COc1ccccc1-n1nc(C(=O)Nc2ccccc2C(F)(F)F)c2ccccc2c1=O | -7 | -2
CCOc1cc(CN2CCN(c3ccccc3OC)CC2)ccc1OC | -1 | 2
Cc1c(C(=O)NN)nnn1-c1nonc1N | -7 | .
COc1cc([N+](=O)[O-])cc(C=Nc2cccc(Cl)c2Cl)c1O | 10 | 8
NC(=O)c1nn(-c2ccccc2)nc1NC(=O)Cn1nnc(-c2ccc3c(c2)OCO3)n1 | 3 | 2
